Autophagy mod = autophagy modulation, high-content screen; MEF GFP-LC3 puncta imaging; test concentration mostly 10 µM; calls only at 10 µM (by protocol); 0.98% of 190,000 active;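 active means percentage of spot-positive cells more than 3 SD above its plate mean, without a fluorescence outlier flag or 80% toxicity; inconclusive means no clear call, values can overlap the other calls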;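 further: spot-positive cell cutoff set from DMSO-treated cells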
Dynein transport = blocks dynein driven cargo transport along microtubules. z-score, hits read low. 3617.4 mouse cells, GR-EGFP nuclear translocation imaging; test concentration mostly 20 µM; stimulated with dexamethasone, 1 µM; active compounds read low. 0.47% of 220,000 active;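 active means plate z-score of nuclear minus cytoplasmic receptor signal below a set negative limit, without overly bright fluorescence or cell loss, cut at about -3.5 in these data, passing the limit was not always enough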;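 further: z-score of nuclear minus cytoplasmic ring GR-EGFP intensity difference per well; some compounds called inactive have numbers as strong as hits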
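Also added – dexamethasone, 1.0 µM final · Buffer or medium – tet-free, stripped-serum medium · Schedule – induction 48 h, compound 1 h, agonist 30 min · Detection – formaldehyde fixation, Hoechst nuclear stain, 10x automated fluorescence imaging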
Yfh1-depleted yeast = enhancers of respiration in Yfh1-depleted yeast, dose response, Friedreich's ataxia, plus single-dose screen (AID 1465) | S. cerevisiae Yfh1-off respiration, WST-1 reduction, 72 h; higher fold induction means a stronger effect | one-dose fold induction at 50 µM; EC50 in µM for titrated hits | 0.074% of 220,000 active;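 active means fold induction of absorbance versus untreated yeast above a set limit, then at least 30% activation at any dose in follow-up; inconclusive means repeats straddling the limit, or above it without dose testing; inactive means fold induction below the set limit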;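 further: activators that raise dye reduction in frataxin-depleted yeast; strong numbers were not always called active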
Insulin prom up = MIN6 insulin promoter up-regulation; MIN6 insulin promoter-GFP reporter, high-content imaging; active compounds read high; z-score at 5 µM; 0.3% of 190,000 active;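 active means z-score above 3 at 5 µM with at least 500 cells counted in the well; inconclusive means wells under 500 cells, flagged as cytotoxic or low count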
PMI inhibition = human PMI inhibitors, high substrate, primary screen, biochemical, fluorescence intensity, high mannose 6-phosphate (AID 1220); recombinant PMI enzyme, coupled fluorescence intensity; higher % means a stronger effect; one-dose inhibition, % at 20 µM; IC50 in µM for titrated hits; 0.66% of 190,000 active
b-catenin transl = modulators of beta-catenin nuclear translocation. HeLa beta-catenin nuclear translocation, immunofluorescence imaging. nuclear translocation activity, % at 5 µM. 0.3% of 190,000 active. AID 1665;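 active means nuclear translocation activity above 50% at 5 µM, with a well cell count of 50 or more; inconclusive means wells under 50 cells across six images, flagged as toxic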;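 further: per-cell ratio of nuclear to cytoplasmic median beta-catenin stain intensity; plate controls were DMSO negative control for no effect and GSK-3 inhibitor IX positive control for full effect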
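Test system: HeLa cells, endogenous beta-catenin; Compound: single 5 µM dose plus 0.02–20 µM confirmation series; Times: compound exposure 24 h at 37°C; Signal: fluorescence imaging of beta-catenin antibody stain plus DAPI; Read-out: % activation, nuclear-to-cytoplasmic median beta-catenin signal ratio per cell.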
MT stabilizer = stabilizes microtubules in HeLa cells; AID 2205; % tubulin-high responders, % at 10 µM; HeLa tubulin immunostaining HCS, 24 h; share of cells brighter than vehicle mean+2SD; 0.83% of 200,000 active;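 active means plate Z-score above 3 for both tubulin-high and condensed-nucleus cell shares, with cell loss under 80%, at 10 µM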;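 further: anti alpha tubulin signal scored within the nucleus-defined area of each cell; some results filed as inactive read as strong as hits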
WT yeast gro inh = growth inhibition of WT yeast, mitochondrial fusion screen. inhibition, % at 10 µM. 2.1% of 190,000 active. mitochondrial fusion phenotypic screen, WT strain. AID 1362; in the data active means inhibition above about 58%; tested in S. cerevisiae
PMI inhibitors = MPI enzyme activity inhibition – biochemical, fluorescence intensity, coupled assay, primary screen (AID 1209) | inhibition, % at 20 µM, or IC50 in µM where a hit was titrated | purified PMI enzyme, coupled fluorescence intensity; higher % means a stronger effect | 0.42% of 190,000 active;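 further: plate controls were DMSO vehicle for no effect and wells lacking substrate for full effect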
WT yeast gro inh mutant strain = recorded beside WT yeast gro inh, whose call it bears; inhibition, %; mitochondrial fusion phenotypic screen, mutant strain inhibition
Dynein transport cytoplasmic EGFP = recorded beside Dynein transport, whose call it bears; z-score; measured here: cytoplasmic GR-EGFP intensity; active compounds read high
Dynein transport nuclear GR-EGFP = also measured in Dynein transport; calls as there; z-score; measured here: nuclear GR-EGFP intensity;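 lower value marks the stronger effect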
Dynein transport cell count = also measured in Dynein transport; calls as there; z-score; measured here: cell count per field
Insulin prom up cell count = further read-out of Insulin prom up, marked with its call; cell count; measured here: cytotoxicity, nuclei count;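 total cells summed across four imaged fields per well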
b-catenin transl cell count 5 µM = second read-out of b-catenin transl, no call of its own (marks repeat the call); cell count; measured here: cell count, cytotoxicity flag
MT stabilizer Hoechst-high % = second read-out of MT stabilizer, no call of its own (marks repeat the call); % Hoechst-high responders; measured here: nuclear condensation Hoechst responders;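 share of cells brighter than vehicle mean plus two SD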
MT stabilizer cytotoxicity % = second read-out of MT stabilizer, no call of its own (marks repeat the call); toxicity, %; measured here: cytotoxicity by cell density;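 0% = mean cell density of plate MIN control wells and 100% = no cells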
Autophagy mod cell loss 18 h = second read-out of Autophagy mod, no call of its own (marks repeat the call); toxicity, %; measured here: cell loss, nuclei count;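 cell loss after 18 h compound exposure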
Active calls of the source: *; i = inactive; ? = inconclusive; . = not tested or not shown. Unless noted, no stated cut-off is given here; in the data, active means inhibition above about 50%; inactive means the rest.

SMILES	Autophagy mod	Autophagy mod cell loss 18 h	Dynein transport	Dynein transport cytoplasmic EGFP	Dynein transport nuclear GR-EGFP	Dynein transport cell count	Yfh1-depleted yeast	Insulin prom up	Insulin prom up cell count	PMI inhibition	b-catenin transl	b-catenin transl cell count 5 µM	MT stabilizer	MT stabilizer Hoechst-high %	MT stabilizer cytotoxicity %	WT yeast gro inh	WT yeast gro inh mutant strain	PMI inhibitors
COC(=O)c1cc(COC(=O)c2nc3nccc(C)n3n2)oc1C	i	-4	0.42	-0.3	0.14	0.15	i	-0.52	1476	-1%	1.5	887	2.1	1.9	4.6	-17	3	1%
CC(C)CNc1nc(Oc2ccc(=O)[nH]n2)nc(N2CCOCC2)n1	i	10	-0.84	-0.29	-0.38	0.49	i	0.99	1507	-6%	-2.0	991	1.1	1.7	7.4	8	-1	-2%
CCc1ccccc1NC(=O)CN(C)C(=O)CSc1nnc(Nc2ccc(C)cc2)s1	i	6	-0.64	-0.19	-0.44	1	i	-0.34	1446	-5%	-1.5	1097	2.5	2.2	16	-6	-6	6%
CCc1sc(C(=O)NC)cc1Br	i	-4	-0.04	-0.15	0.021	0.29	i	-0.23	1286	-4%	0.6	1184	2.4	2.3	11	-1	0	1%
CCNC(=S)NNC(=O)c1cccc(Br)c1	i	17	0.55	-0.24	0.61	0.8	i	-0.29	1700	-3%	0.5	1327	2.4	2.3	5.1	-1	26	-3%
COc1ccc(NC(=O)NCCc2cccc(Cl)c2)cc1OC	i	13	-1.5	-0.23	-0.75	0.83	i	0	1476	19%	-0.7	1535	2.5	1.2	9.2	-5	0	20%
Cc1c(NC(=O)C(C)OC(=O)C(NC(=O)c2ccco2)C(C)C)c(=O)n(-c2ccccc2)n1C (stereo unspecified)	i	9	-0.76	-0.22	-0.3	-0.4	i	1.3	1161	-1%	.	.	2.6	1.7	6.3	-11	-7	2%
O=C(NCCC(=O)N1CCOCCOCCOCCOCC1)OCc1ccccc1	.	.	-0.073	-0.19	-0.33	-0.068	i	0.43	1052	.	-0.8	1348	.	.	.	.	.	.
CCOc1cc2[nH]c(=S)n(CCC(=O)NCc3ccc(OC)cc3)c(=O)c2cc1OCC	i	14	-0.13	-0.22	-0.24	0.0016	.	0.12	1309	5%	-3.7	1001	2.6	1.1	5.1	-3	9	6%
NS(=O)(=O)c1cccc(NC(=O)CSc2nnc(C3CC3)n2Cc2ccccc2)c1	.	.	-1.6	-0.24	-0.61	0.89	i	0.56	1050	.	0.3	1258	.	.	.	.	.	.
CCN1CCCC1CNCC(O)COc1ccc(C(C)(C)C)cc1C (stereo unspecified)	i	-4	1.3	-0.28	0.45	0.1	i	0.12	1247	-13%	-2.5	1120	3.1	3.4	8.8	9	-9	-11%
CC(OC(=O)c1cccs1)C(=O)NCc1cccs1 (stereo unspecified)	i	5	-0.86	-0.21	-0.47	0.68	i	-0.93	1458	3%	-0.8	938	0.7	1.7	12	-9	1	-8%
O=C(CCCn1c(=O)oc2ccccc21)NC1CCCCCC1	i	6	1.8	-0.18	1.5	-1.3	i	-0.88	1276	-7%	-0.1	1102	2.5	2.4	5.7	8	1	-12%
Cc1nn(CCOc2ccccc2)c(=O)n1-c1ccccc1F	i	3	.	.	.	.	i	0.63	2080	3%	-1.8	1161	1.1	1.8	5.7	-24	-10	8%
CCOC(=O)N1CC=C2C(C#N)=C(N)C(C#N)(C#N)[C@H](c3ccccc3OCC)[C@H]2C1	i	-10	-0.84	0.073	-0.39	0.48	i	0.07	776	5%	2.3	965	3.4	1.3	6.1	-14	0	9%
COCc1cc(SC2CCCCC2)nc(C)n1	i	14	-0.53	-0.23	-0.32	0.75	i	0.42	1462	-5%	-0.1	1560	1.4	1.5	7.0	12	15	-2%
CC(C)c1ccc(/C=C2\C(=O)N(CCN3CCOCC3)C(=S)N2C)cc1	i	5	-2.3	0.54	-1.2	-1.7	i	-0.28	1284	0%	-1.1	1104	2.3	3.6	6.5	25	18	-2%
COc1ccc(CCNC(=O)c2cc(-c3cccs3)on2)cc1OC	i	-16	-0.45	-0.21	-0.14	0.53	i	-1.3	1555	-10%	-0.2	1336	1.5	1.2	8.2	2	-4	-11%
CCOC(=O)C1CCCN(C(=O)c2ccc(CNc3c(N4CCC(C)CC4)c(=O)c3=O)cc2)C1 (stereo unspecified)	i	-12	-1	-0.2	-0.46	0.97	i	-1.2	2103	11%	-2.5	1105	0.9	1.5	3.7	11	3	7%
Cc1ccc(S(=O)(=O)N(C)C)cc1NS(=O)(=O)c1ccc(Cl)s1	i	-5	1.4	-0.28	0.78	0.12	i	0.11	1296	6%	-2.0	1004	3.2	1.6	6.6	0	6	8%
O=C(Cn1cnc2ccccc21)N/N=C/c1ccccc1[N+](=O)[O-]	i	-5	0.26	0.041	0.32	0.68	i	0.04	1457	-2%	-1.4	1075	4.6	2.7	11	-36	14	3%
CCc1ccc(NC(=O)c2noc3c2CCc2ccccc2-3)cc1	i	4	1.3	3.2	0.97	-1.5	i	.	.	-4%	.	.	1.1	1.4	6.2	-4	0	-1%
COc1ccc(Cn2nnnc2C(C(C)C)N2CCN(c3ccccc3OC)CC2)cc1 (stereo unspecified)	i	0	0.51	-0.19	0.25	0.059	i	-0.73	1212	11%	-0.8	1147	1.4	2.2	16	6	7	12%
CC(C)OP(=O)(OC(C)C)C(Nc1ccccn1)c1ccc(F)cc1 (stereo unspecified)	i	5	0.68	-0.25	0.5	-0.42	i	-0.23	1164	3%	0.4	916	3.0	2.0	5.8	-13	17	6%
CCN(C(=O)c1cn(C)c(=O)c2cc(OC)c(OC)cc12)c1ccccc1C	i	-6	-0.49	-0.24	-0.38	0.53	i	0.06	1794	6%	-0.4	1092	3.0	1.5	5.3	4	14	5%
CC(C)Oc1ccc(C(=O)Nc2ccc([N+](=O)[O-])cc2)cc1	i	-5	-0.89	-0.25	-0.25	0.95	i	-1.6	1408	3%	3.5	915	1.2	1.6	7.3	1	-10	-1%
Cc1cccc(NC2=C/C(=N/S(=O)(=O)c3cccs3)c3ccccc3C2=O)c1	i	-13	-0.34	-0.19	-0.57	0.37	i	?	.	57%*	-2.0	911	38	11	88	20	2	-2%
COc1cc(C(=O)NCCc2nc3ccccc3n2C)cc(OC)c1OC	i	10	0.44	-0.23	0.35	0.016	i	-0.35	1198	1%	-1.5	1182	3.5	1.9	5.1	-13	0	1%
COc1ccc(NC(=O)C(c2ccccc2)N(C)C(=O)c2cnccn2)cc1 (stereo unspecified)	i	-7	-1	-0.22	-0.32	0.78	i	-0.15	1260	1%	.	.	4.4	3.1	5.3	5	-6	-1%
NC(=O)c1cc(Cc2ccccc2)sc1NC(=O)c1ccco1	i	3	0.18	-0.21	0.53	0.4	i	-0.23	1829	7%	-0.4	1165	5.0	2.6	10	72*	66*	26%
CC(NC(=O)c1ccccc1Cl)C(=O)O (stereo unspecified)	i	-4	-0.7	-0.22	-0.13	0.24	i	-0.53	1183	5%	-7.3	1256	4.0	2.5	5.7	17	2	5%
COc1cccc(NC(=O)C(Sc2nnnn2C)c2ccccc2)c1 (stereo unspecified)	i	2	0.94	1.3	0.9	-1.3	i	-0.39	1306	0%	-2.0	1073	4.9	3.4	2.9	2	7	0%
COc1cc2c(cc1OC)C(c1cccs1)N(C(=S)NC(C)C)CC2 (stereo unspecified)	i	3	-0.78	-0.34	-0.38	0.33	i	0.36	1478	-2%	-6.3	1083	2.7	1.8	1.2	7	5	2%
OCCC1CN(Cc2cc3c(cc2Cl)OCO3)CCN1C1CCCCC1 (stereo unspecified)	i	18	2.5	-0.26	0.96	-0.87	i	-1.2	1485	14%	1.8	1037	4.1	1.7	5.3	4	-5	9%
